Screening data (PubChem BioAssay)
DENV2 CPE rescue: DENV2-induced cell death inhibition; DENV2-infected cells, cytopathic effect rescue, plate reader; CPE inhibition, % at 9.99 µM; 1.7% of 350,000 active; AID 651640; in the data active = CPE inhibition above about 20%, passing the limit was not always enough; inconclusive = no clear call, values can overlap the other calls; tested in BHK-21 cells;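 note: 0% = median of neutral control wells and 100% = median of positive control wells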
SIRT5 inh: sirtuin-5 (human) deacylase inhibition; Q9NXA8; Purified SirT5, succinyl-peptide AMC, trypsin-coupled fluorescence; inhibition, % at 15 µM; 1.1% of 330,000 active; AID 652115; in the data active = inhibition above about 15%; inconclusive = no clear call, values can overlap the other calls
Target sequence (Q9NXA8 whole entry, looked up): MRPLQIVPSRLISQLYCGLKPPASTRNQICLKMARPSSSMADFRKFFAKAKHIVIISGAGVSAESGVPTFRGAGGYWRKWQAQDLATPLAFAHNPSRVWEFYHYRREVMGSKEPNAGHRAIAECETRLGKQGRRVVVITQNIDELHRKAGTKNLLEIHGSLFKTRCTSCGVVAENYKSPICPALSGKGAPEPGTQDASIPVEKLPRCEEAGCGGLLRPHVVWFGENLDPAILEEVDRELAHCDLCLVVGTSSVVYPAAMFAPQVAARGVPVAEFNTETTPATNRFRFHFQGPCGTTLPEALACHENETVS
PAX8 inh HTS: inhibitors of PAX8 transcriptional activity in RMG-I cells. RMG-I TPO-luciferase reporter, SteadyGlo, 24 h. inhibition, % at 12.6 µM. 1.2% of 360,000 active;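 active = mean replicate inhibition at least 60% with every replicate also reaching 60%; inconclusive = only one of the two criteria is met; inactive = mean below 60% and not all replicates reaching 60%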;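 note: luciferase light reporting Pax8 driven TPO promoter activity; plate controls were median of neutral control wells for no effect and mitoxantrone controls for full effect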
ARNT TACC3 PPI: ARNT/TACC3 interaction disruption | Q9Y6A5 | AlphaScreen His-ARNT PAS-B/GST-TACC3 binding, luminescence; TACC3 fragment carries E629A point mutation | inhibition, % at 9.99 µM | 0.66% of 390,000 active | AID 623870;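 active = mean inhibition of replicates at least 50% and at least half of replicates each reaching 50%; inconclusive = half or more replicates reach 50% but mean below 50%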;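 note: 0% = complete ARNT plus TACC3 wells and 100% = ARNT alone without TACC3; many hits fall short of the cut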
Casp6 inh: blocks human caspase-6 cleavage activity | purified caspase-6, Z-VEID-R110 cleavage fluorescence | P55212 | 0.53% of 350,000 active | inhibition, % at 12.5 µM | AID 686996;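 active = mean inhibition across replicates at least about 35%, with every replicate also reaching that limit, limit read from the data; inconclusive = only one of the two criteria met; inactive = neither criterion met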;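 note: 0% = median of neutral control wells and 100% = no fluorescence left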
Target sequence (P55212 24-179 limits assumed): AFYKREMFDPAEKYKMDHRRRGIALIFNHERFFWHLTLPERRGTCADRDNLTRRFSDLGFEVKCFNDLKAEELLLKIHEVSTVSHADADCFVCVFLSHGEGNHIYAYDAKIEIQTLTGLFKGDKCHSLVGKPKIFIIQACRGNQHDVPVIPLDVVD
Target sequence (P55212 194-293 limits assumed): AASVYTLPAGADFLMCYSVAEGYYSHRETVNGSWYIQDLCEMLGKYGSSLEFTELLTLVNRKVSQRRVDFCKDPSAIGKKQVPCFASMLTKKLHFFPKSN
LGR2 antag: blocks bursicon-induced cAMP signaling via Drosophila LGR2; inhibition, % at 9.99 µM; 0.35% of 380,000 active; HEK293 LGR2, CRE-luciferase, bursicon-stimulated, 4 h;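 active = drop in luminescence signal, shown as inhibition above about 50% in the replicate tests, limit read from the data, passing the limit was not always enough; inconclusive = probably only some replicates passing the limit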;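 note: agonist challenge used bursicon conditioned medium at about half maximal strength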
EWS-Fli block: EWS/Fli transcriptional activity inhibition | A673 NR0B1-luciferase reporter, viability-normalised | inhibition, % at 12.6 µM | 0.67% of 350,000 active | AID 651661;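 active = mean inhibition of at least 50% after viability correction, with every replicate also passing that limit; inconclusive = mean reaches 50% but only one of two replicates passes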;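 note: firefly luciferase signal divided by Alamar Blue viability fluorescence both relative to DMSO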
* hit, by the source's call; u = inconclusive; x = no result given; & = joins results of further samples. Outcome played no part in choosing rows; about 4.9% have a hit in one of these screens.

The line under a structure holds: DENV2 CPE rescue	ARNT TACC3 PPI	SIRT5 inh	Casp6 inh	EWS-Fli block	LGR2 antag	PAX8 inh HTS
COc1ccc(S(=O)(=O)N(C)C[C@@H]2Oc3cc(-c4ccccc4OC)ccc3S(=O)(=O)N([C@@H](C)CO)C[C@@H]2C)cc1
    7	26	-2	2	1	-4	22
COc1ccc(NC(=O)Nc2ccc3c(c2)CC(=O)N([C@@H](C)CO)C[C@@H](C)[C@H](CN(C)Cc2ccc(-c4ccccc4)cc2)O3)cc1
    8	7	0	2	24	15	75*
COc1ccc(C(C)NC(=O)c2ccncc2)cc1 (stereo not given)
    u	1	-5	-2	-4	25	-6
CCCC#Cc1cnc2c(c1)C(=O)N([C@@H](C)CO)C[C@H](C)[C@@H](CN(C)C(=O)c1cccnc1)O2
    -5	-6	-12	0	11	0	x
CC(C)N=C(NS(=O)(=O)c1cccs1)c1ccccc1
    2	-6	-5	0	x	-13	-9
CCC(=O)N(C)C[C@@H]1Oc2ncc(C#CC(C)(C)O)cc2C(=O)N([C@@H](C)CO)C[C@H]1C
    -9	-6	-6	2	-3	1	x
Cc1ccc(CCNC(=O)c2cc(-c3ccncc3)nc3ccccc23)cc1
    -3	1	2	-1	9	-9	15
Cc1cc2c(cc1[N+](=O)[O-])NC(CNC(C)C)CC2 (stereo not given)
    -1	3	-3	-7	15	-9	-6
COc1cccc(OCC(=O)N(Cc2nc(-c3ccc(Cl)cc3)no2)C(C)C)c1
    5	-19	6	2	-3	8	1
CC(C)CN(C(=O)CSc1nnc(-c2cccs2)n1N)c1c(N)n(Cc2ccccc2)c(=O)[nH]c1=O
    -2	-4	2	-3	-4	19	-10
CN(C)C(=O)C[C@H]1C=C[C@H](NC(=O)C2CC2)[C@@H](CO)O1
    -2	-5	-3	0	4	-1	x
COc1ccc(C(=O)COC(=O)c2nc3nccc(C)n3n2)cc1F
    -13	-8	-3	-3	2	7	-3
CNC(=O)C[C@H]1CC[C@H]2[C@@H](COC[C@H](O)CN2S(=O)(=O)c2cccc(Cl)c2)O1
    6	1	-1	-104	0	-2	5
CCCCN(C(=O)/C=C/c1ccccc1)C1CCS(=O)(=O)C1 (stereo not given)
    -1	-4	-7	1	0	-13	-4
Cc1ccc(S(=O)(=O)Nc2cccc3c2O[C@@H](CN(C)Cc2ccc(C(=O)Nc4ccccc4N)cc2)[C@@H](C)CN([C@@H](C)CO)C3=O)cc1
    -8	x	-4	1	-2	-9	33
COc1ccc(CN(C(=O)c2cc3ccccc3oc2=O)C2CCS(=O)(=O)C2)cc1 (stereo not given)
    -6	-2	1	0	-37	-19	-12
C[C@H](CO)N1C[C@H](C)[C@@H](CN(C)C(=O)Nc2ccc(C(F)(F)F)cc2)Oc2c(NC(=O)Nc3ccc4c(c3)OCO4)cccc2C1=O
    15&16	2&5	7	11&7	-7&1	-5	-2
Cc1cccc(C(=O)N2CCc3cc(-c4nc(NC(=O)CN5CCCC5)sc4C)ccc32)c1
    5	2	-2	0	-41	-7	22
O=C(C[C@@H]1CC[C@@H](NC(=O)C2CCC2)[C@H](CO)O1)NCc1ccccc1Cl
    -5	-3	-7	2	-10	18	-17
COc1ccc(/C=C2\C(=O)OCc3cc(OC)c(OC)cc32)cc1OC
    x	8	x	x	x	-12	-16
CCC(=O)Oc1ccc(C(=O)Nc2cccc(C(=O)NCC(C)C)c2)cc1
    -3	x	-1	1	2	1	7
COc1ccc(CCN(Cc2nc3ccccc3c(=O)[nH]2)C(=O)C2CC2)cc1
    2	14	0	-1	4	8	16
CCCNC(=O)N1CC2(C1)CN(Cc1cccc(OC)c1)[C@@H](CO)c1[nH]c3cc(OC)ccc3c12
    19	x	1	2	-1	-2	x
Cc1cc(C(=O)Nc2cccc3c2O[C@@H](CN(C)Cc2ccc(Oc4ccccc4)cc2)[C@H](C)CN([C@H](C)CO)C3=O)n(C)n1
    2	9	22*	0	-7	25	29
O=C(NCc1ccncc1)[C@@H]1N[C@@H]2c3ccc(/C=C/c4ccccc4)c(=O)n3C[C@@H]2[C@H]1CO
    -1	-5	-93	-2	-7	4	12
O=C(C[C@H]1CC[C@@H]2[C@H](COC[C@H](O)CN2Cc2cc(F)cc(F)c2)O1)NCc1cccc(F)c1
    1	-2	1	-1	1	8	1
CSCC(CO)NS(=O)(=O)c1ccc(C)cc1 (stereo not given)
    5	-4	-2	-4	-2	4	16
Cc1ccc(S(=O)(=O)N2CCCCC2)cc1NC(=O)CN1C(=O)CN(C)C1=O
    -10	-8	1	1	5	-7	10
COc1ccc(S(=O)(=O)N(C)CC(=O)NCc2ccco2)cc1OC
    0	x	-1	19	-5	-17	-17
CO[C@@H]1CN(C)C(=O)c2ccc(NS(C)(=O)=O)cc2OC[C@@H](C)N(Cc2nccs2)C[C@@H]1C
    -2	-2	6	2	1	7	-22

Shown field by field: two of the compounds above.
Cc1cc(C(=O)Nc2cccc3c2O[C@@H](CN(C)Cc2ccc(Oc4ccccc4)cc2)[C@H](C)CN([C@H](C)CO)C3=O)n(C)n1
- DENV2 CPE rescue: 2
- ARNT TACC3 PPI: 9
- SIRT5 inh: 22*
- Casp6 inh: 0
- EWS-Fli block: -7
- LGR2 antag: 25
- PAX8 inh HTS: 29

COc1cccc(OCC(=O)N(Cc2nc(-c3ccc(Cl)cc3)no2)C(C)C)c1
- DENV2 CPE rescue: 5
- ARNT TACC3 PPI: -19
- SIRT5 inh: 6
- Casp6 inh: 2
- EWS-Fli block: -3
- LGR2 antag: 8
- PAX8 inh HTS: 1

Continued:
The line under a structure holds: DENV2 CPE rescue	ARNT TACC3 PPI	SIRT5 inh	Casp6 inh	EWS-Fli block	LGR2 antag	PAX8 inh HTS
Cc1ccc2cc(CCNC(=O)c3cccs3)c(=O)[nH]c2c1C
    0	-6	2	1	-111	-78	-187
CC(C)C[C@@H](COCc1ccc(C(F)(F)F)cc1)N1CCN(C(=O)c2ccc(C(F)(F)F)cc2)CCC1=O
    -13	x	1	4	6	2	18
COc1ccc(C#Cc2ccc([C@@H]3[C@H]4CN(C(=O)c5ccncc5)CC(=O)N4[C@H]3CO)cc2)cc1
    0	x	1	0	-3	12	x
CO[C@@H]1CN(C)C(=O)c2cc(NS(C)(=O)=O)ccc2OC[C@H](C)N(CC2CCCCC2)C[C@H]1C
    3	3	0	x	16	1	x
Cc1csc(=O)n1CCC(=O)OCC(=O)Nc1cccc(C#N)c1
    -6	-3	-5	0	0	13	2
c1ccc(CN2CCN(c3ncccn3)CC2)cc1
    -7	-3	2	-4	-6	-5	-34
CC(=O)n1c(C=Nc2ccc(Cl)cc2)c(O)c2ccccc21
    -7	2	2	1	-19	-6	18
O=C(c1ccccc1)c1ccc(OCC(O)CNC2CCCc3ccccc32)cc1 (stereo not given)
    4	-5	8	5	3	x	-1
Cc1ccc(C2NC(c3ccc(C)cc3)C(C)C(=NO)C2C)cc1 (stereo not given)
    -3	-1	4	1	-3	-3	x
CCC(C)(C)C1CCC(=NNc2nc3ccccc3[nH]2)CC1 (stereo not given)
    -3	12	-8	3	-7	-1	-3
Cc1cc(C)cc(NC(=O)c2ccc(NC(=O)C3C4CC5OC(=O)C3C5C4)cc2)c1 (stereo not given)
    4	3	-1	0	-12	-2	17
CCCCCC(=O)NN1C(=S)N(c2ccc(OC)cc2)C(=O)C1CC(=O)Nc1ccccc1 (stereo not given)
    8	x	-10	3	5	x	-13
C[C@@H]1CCCCO[C@@H](CN(C)S(=O)(=O)c2cccs2)[C@@H](C)CN([C@H](C)CO)C(=O)c2cc(NC(=O)c3ccccc3)ccc2O1
    -5	10	x	x	-1	-12	-6
CC(=O)Nc1ccc(C(=O)OCc2ccc(F)cc2Cl)cc1
    1	-3	-8	-2	-5	-16	7
CCN(c1ccc(OC)cc1)S(=O)(=O)N1CCCC(C(=O)NCc2ccccc2Br)C1 (stereo not given)
    8	-14	6	3	9	29	15
Cc1ccc2oc(-c3cccc(NC(=S)NC(=O)c4cccs4)c3)nc2c1
    u	x	1	-1	-76	-91	-83
NC(=O)[C@@H]1CCCN1Cc1c(C(=O)N2CCN(C3CCCCC3)CC2)nc2ccccn12
    3	1	2	-9	10	31	-5
Cc1ccccc1CC1(CO)CCCN(C(=O)c2ccc3ncccc3c2)C1 (stereo not given)
    17	-11	-1	-1	-14	27	-3
O=C(Nc1ccncc1)c1ccc(C(=O)Nc2ccncc2)cc1
    7	-1	-1	2	4	6	-10
Cc1cccc[n+]1CC(=O)c1ccc(Cl)cc1
    -1	-3	-2	-9	1	-10	-112
O=C(COc1ccc([N+](=O)[O-])cc1)Nc1ccc2c(c1)nc1n2CCOC1
    3	3	-1	6	x	1	1
Cc1ccc(OCC(=O)c2cc(C)n(Cc3cccs3)c2C)c([N+](=O)[O-])n1
    10	5	-2	6	53*	11	13
CN1[C@@H]2Cn3c(ccc(-c4ccccc4)c3=O)[C@H]1[C@@H](C(=O)NCCCN1CCOCC1)[C@@H]2CO
    17	24	5	-3	12	-7	-13
Cc1ccnc(NS(=O)(=O)c2ccc(NS(=O)(=O)c3ccc([N+](=O)[O-])cc3)cc2)n1
    4	-12	-4	0	-6	0	-9
COC(=O)C12CCC3(SCCS3)C(C(=O)OC)(CCC13SCCS3)C2
    -5	0	x	-1	2	4	32
CC(C)C[C@H](NC(=O)c1nc[nH]c1C(=O)NCC(=O)OCc1ccccc1)C(=O)OCc1ccccc1
    4	-1	x	x	1	38	-5
C[C@H](CO)N1C[C@H](C)[C@@H](CN(C)S(=O)(=O)c2cccs2)Oc2ccc(NC(=O)CCN3CCOCC3)cc2C1=O
    -1	x	-3	-5	2	x	-8
O=C(Nn1cnnc1)c1ccc(Cl)cc1
    -3	-6	-2	-2	-10	-1	4
Cc1ccc(C(=O)NCCNC(=O)c2cnccn2)cc1
    -2	3	1	0	-1	7	-5
COc1ccccc1-c1ccc(C2[C@H]3CNC[C@@H]2N3Cc2ccc(F)cc2)cc1 (stereo not given in full)
    2	x	x	x	19	2	0
COc1ccccc1CC(NC(C)=O)C(=O)NC1CCN(C(=O)Nc2ccccc2Cl)CC1 (stereo not given)
    -6	-5	0	-3	-3	2	12
Cc1ccc(S(=O)(=O)NCCC(=O)NC2CCN(Cc3ccccc3)CC2)cc1
    u	-2	-8	-12	6	-8	x
N#CC1=C(N)Oc2c(ccc3cccnc23)C1c1ccncc1 (stereo not given)
    13	71*	-3	3	17	0	5
Cc1nnc(N=c2ssnc2Cl)o1
    -3	17	-1	22	37	13	22
C/C(=N\NC(=O)c1c([N+](=O)[O-])c(C)nn1C)c1ccc(NC(=O)C2CCCC2)cc1
    -19	-3	-12	2	52*	-17	-1
CC1C(=O)N(Cc2ccc([N+](=O)[O-])cc2)c2ccccc2N1C(=O)C1CC1 (stereo not given)
    0	x	0	-1	2	-2	14
CN(C)CC(=O)Nc1ccc2c(c1)[C@H]1C[C@@H](CC(=O)N3CCOCC3)O[C@@H](CO)[C@H]1O2
    12	2	x	x	-9	-7	-4
O=C(NCC1CCCO1)c1ccc(CS(=O)(=O)c2c(Cl)cccc2Cl)o1 (stereo not given)
    13	x	x	-3	10	3	-1
CCN(CC)S(=O)(=O)c1ccc(N2CCOCC2)c(NC(=O)CN2C(=O)NC(C)(c3ccccc3)C2=O)c1 (stereo not given)
    u	3	0	4	1	6	21
O=C(C[C@H]1CC[C@H]2[C@@H](COC[C@@H](O)CN2Cc2nccs2)O1)N1CCC(Cc2ccccc2)CC1
    -3	-2	-8	-1	11	10	14
O=C(c1csc2c1CCCC2)n1cccn1
    4	-3	-1	1	-2	-10	-3
CC(=O)Oc1cc(C(=O)OCC(=O)NC23CC4CC(CC(C4)C2)C3)cc(OC(C)=O)c1OC(C)=O
    3	-3	-2	41*	22	-20	28
Nc1ccccc1Sc1cc(Cl)nnc1Cl
    3	-16	-5	0	12	10	-11
CCCNC(=O)C[C@H]1CC[C@H]2[C@H](COc3ccc(NS(=O)(=O)c4ccccc4C)cc3C(=O)N2C)O1
    -2	-8	-1	-2	1	2	-11
COCc1ccc(CN2CCCC(C(=O)Nc3ccc(-c4cscn4)cc3)C2)o1 (stereo not given)
    u	-1	2	0	-6	0	4
